From PubChem
KCNH2 WT inh – qHTS for Inhibitors of KCHN2 3.1: Wildtype qHTS. Voltage-gated inwardly rectifying potassium channel KCNH2 (Homo sapiens), Q12809. U2OS, BacMam KCNH2, thallium flux FluxOr; stronger effect = lower value. activity change, % at 1.84 µM. 340,000 tested, 0.37% active;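 active = maximum activity change below -70%; inconclusive = maximum activity change between -70% and -50%; inactive = maximum activity change above -50%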; also: % is scaled to controls: 0 for no effect and ±100 for the full control effect
Target sequence (Q12809 whole entry, looked up): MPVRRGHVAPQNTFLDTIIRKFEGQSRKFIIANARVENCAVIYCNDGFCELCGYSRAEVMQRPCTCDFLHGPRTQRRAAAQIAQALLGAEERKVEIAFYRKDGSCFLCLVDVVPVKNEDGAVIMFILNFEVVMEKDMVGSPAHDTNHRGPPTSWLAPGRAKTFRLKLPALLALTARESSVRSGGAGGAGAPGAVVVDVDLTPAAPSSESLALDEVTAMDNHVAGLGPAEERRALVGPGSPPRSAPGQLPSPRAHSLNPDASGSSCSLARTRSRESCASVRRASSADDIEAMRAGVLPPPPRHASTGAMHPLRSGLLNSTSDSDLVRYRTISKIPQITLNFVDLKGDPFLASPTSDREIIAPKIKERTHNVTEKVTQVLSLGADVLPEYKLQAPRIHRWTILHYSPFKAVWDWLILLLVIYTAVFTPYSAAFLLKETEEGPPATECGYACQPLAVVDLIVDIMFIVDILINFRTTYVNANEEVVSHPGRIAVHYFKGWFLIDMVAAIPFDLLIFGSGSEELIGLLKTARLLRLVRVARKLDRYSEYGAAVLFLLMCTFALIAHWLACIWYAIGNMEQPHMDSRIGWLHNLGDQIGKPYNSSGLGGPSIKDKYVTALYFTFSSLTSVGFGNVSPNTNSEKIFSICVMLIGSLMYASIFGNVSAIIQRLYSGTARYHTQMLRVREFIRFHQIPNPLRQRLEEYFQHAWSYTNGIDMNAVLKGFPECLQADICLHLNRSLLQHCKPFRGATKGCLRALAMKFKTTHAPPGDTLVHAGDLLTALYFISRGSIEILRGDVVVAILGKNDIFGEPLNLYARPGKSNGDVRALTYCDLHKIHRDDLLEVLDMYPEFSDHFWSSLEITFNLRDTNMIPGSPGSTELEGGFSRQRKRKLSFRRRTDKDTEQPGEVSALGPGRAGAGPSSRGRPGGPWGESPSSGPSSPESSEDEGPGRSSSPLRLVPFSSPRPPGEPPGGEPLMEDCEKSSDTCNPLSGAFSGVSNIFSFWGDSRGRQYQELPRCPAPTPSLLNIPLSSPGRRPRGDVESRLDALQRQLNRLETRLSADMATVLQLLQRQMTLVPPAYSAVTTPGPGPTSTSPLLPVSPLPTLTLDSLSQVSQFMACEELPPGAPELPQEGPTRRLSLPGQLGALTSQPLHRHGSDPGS
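U2OS cells were transduced with wild-type KCNH2 virus (2.03 x 10^8 / mL) for 4 h at room temperature, then cultured overnight at 37 C. Thallium flux was read with FluxOr dye. Rate constants were normalized to DMSO controls.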
Giardia kill – Small Molecules that selectively kill Giardia lamblia: qHTS; Giardia lamblia trophozoite viability; activity change, % at 7.66 µM, hits read low; 340,000 tested, 0.15% active; in the data active = activity change below about -80%; inconclusive = between about -30% and that limit;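 also: parasites exposed to compound for two days anaerobically before the ATP read; % is scaled to controls: 0 for no effect and ±100 for the full control effect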
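Luminescent ATP signal served as the viability read-out, measured 15-30 min after adding ATP detection reagent to trophozoites that had been incubated with compounds for 48 hrs at 37 deg C anaerobically at 100 cells/well.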
BCR signal inh – qHTS Assay to Find Inhibitors of Chronic Active B-Cell Receptor Signaling; Potency, µM (highest dose often 46.1 µM), inactives show at the top dose ratio change, negative = lower green/red ratio, usual class: inhibitors; 340,000 tested, 0.05% active; AID 493014, 2011; ABC-DLBCL IkBa-CBG/CBR reporter, luminescence ratio, 4 h; active = well fitted inhibition curve with a large enough effect in the signal ratio, with a control signal flat, not every such curve was filed as active; inconclusive = small, poorly fitted or top-dose-only effect, or effect the other way, or a change in a side signal; the % refers to the signal ratio;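 also: potency is read from the fitted curve at half-maximal effect; plate controls were basal doxycycline-induced cells for no effect and cells given 10 µM MG132 for full effect; MG132 reads +100%, hits lower the ratio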
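Concentration-response series (up to 46 uM) were applied to TMD8 dual-reporter cells for 4 h at 37C with doxycycline. Green/red ratio, after filter-overlap correction, defined %Activity; red signal alone was normalised to basal cells and zero luminescence.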
GALK inh – qHTS Assay for Inhibitors of Human Galactokinase (GALK); P51570; Purified GALK, Kinase-Glo residual ATP luminescence; Potency, µM (doses to about 57.5 µM), for the others: at the highest dose activity change, negative = inhibition, usual class: inhibitors; 270,000 tested, 0.007% active; also: potency is read from the fitted curve at half-maximal effect; % is scaled to controls: 0 for no effect and ±100 for the full control effect
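5 nM enzyme, 35 uM ATP, 100 uM galactose, 20 mM HEPES pH8.0, 5 mM MgCl2; 1 h RT; residual ATP by Kinase-Glo Plus luminescence, qHTS format.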
Tb PFK block – qHTS Assay to Find Inhibitors of T. brucei phosphofructokinase; ATP-dependent 6-phosphofructokinase (Trypanosoma brucei brucei), O15648; T. brucei PFK, ADP-Glo luminescence; Potency, µM (doses to about 57.5 µM), for the others: top-dose activity, negative = inhibition, usual class: inhibitors; 330,000 tested, 0.17% active;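 also: potency is read from the fitted curve at half-maximal effect; 0% = uninhibited 1x PFK enzyme wells and -100% = no-enzyme wells; nearly all actives have a fitted effect of over 60% in size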
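PFK 1.25 nM, F6P 0.5 mM, ATP 0.1 mM, 0.1 M TEA pH 8.0, 5 mM MgCl2, 0.01% Tween20, 0.1% BSA; 45 min RT. ADP-Glo readout. qHTS titration up to 57 uM; curves fitted, compounds curve-classed.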
TCR activator – Activators of T cell receptors: qHTS campaign; 330,000 tested, under 10 active; primary human leukocytes, anti-CD3, IL-2 HTRF, 48 h; Potency, µM (top dose mostly 9.22 µM), without a hit: top-dose activation of IL-2 secretion, most hits filed as activators; AID 504894, 2011; also: % of control where 0% means no effect
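Primary human leukocytes were stimulated with a-CD3 beads plus compounds for 48 hr without co-stimulation; secreted IL-2 was quantified by HTRF using a-IL-2-K (europium cryptate) and a-IL-2-d2, excited at 320nm with acceptor emission read at 665nm.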
MLL CXXC-DNA inh – qHTS Fluorescence Polarization Assay for Inhibitors of MLL CXXC domain - DNA interaction | Histone-lysine N-methyltransferase 2A (Homo sapiens), Q03164 | MLL-CXXC / FITC-HOXA9 DNA fluorescence polarization | Potency, µM (highest dose often 115 µM), for the others: at the highest dose activity change, negative = inhibition, actives largely listed as inhibitors | 290,000 tested, 0.037% active; active = well fitted inhibition curve with a large enough effect in the polarisation, with a control signal flat, not every such curve was filed as active; inconclusive = small, poorly fitted or top-dose-only effect, or effect the other way, or a change in a side signal; inactive = no such curve, though single readings can be large or run the other way; the % refers to the polarisation; also: potency is read from the fitted curve at half-maximal effect
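Steps: dispense CXXC domain solution (7 uM) → pin compounds or unlabeled HOX-A9 DNA control → 5 min ambient → add FLSN-HOX-A9 solution (50 nM) → spin → 30 min ambient → fluorescence polarization. Tris pH 7.5/NaCl/DTT/BSA buffer.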
TSHR antag – Antagonists of the Thyroid Stimulating Hormone Receptor: HTS campaign; 330,000 tested, 0.2% active; TSHR-expressing cells, TSH-stimulated cAMP HTRF, 2 h; stronger effect = lower value; activity change, negative = inhibition, % at 11.5 µM; Thyrotropin receptor (Homo sapiens), P16473; AID 504810, 2011;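 active = activity change below a set negative limit, meaning inhibition stronger than a set level, cut at about -70% in these data; inconclusive = activity change between two set negative limits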; also: % is scaled to controls: 0 for no effect and ±100 for the full control effect
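TSHR-expressing cells were treated with compounds, then stimulated with TSH at EC80 (4nM final) for 2 hours at 37 deg C. Cellular cAMP was measured by HTRF competition between lysate cAMP and cAMP-d2 for a cryptate-labelled anti-cAMP antibody.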
A-T KAP1 phos – qHTS Assay for Identifying a Potential Treatment of Ataxia-Telangiectasia. 320,000 tested, 0.19% active. […] A-T fibroblasts, KAP-1 phosphorylation AlphaLISA; neocarzinostatin DNA damage 30 min before lysis. Potency, µM (top dose mostly 57.5 µM), without a hit: at the highest dose activation, actives largely listed as activators. AID 485349, 2010; also: potency is read from the fitted curve at half-maximal effect; % of control where 0% means no effect; nearly all actives have a fitted effect of over 45% in size
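ATM-like activity read as KAP-1 phosphorylation via AlphaLISA donor/acceptor antibody pairs after lysis and 6 hr at 25C. Cells were ATM-null patient fibroblasts ([…], hTERT), dosed 60 min, then exposed to the DSB inducer NCS for 30 min.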
FBPA coupling cs – qHTS Assay for Inhibitors of Fructose-1,6-bisphosphate Aldolase from Giardia Lamblia: Coupling assay counterscreen; coupling enzyme system counterscreen, AmpLite Red fluorescence; activity change, negative = inhibition, % at 58.2 µM, hits read low; 290,000 tested, 0.67% active; in the data active = activity change below about -30%; also: % is scaled to controls: 0 for no effect and ±100 for the full control effect
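Compounds tested against the coupling enzymes alone at 57.5 uM final; readout was AmpLite Red fluorescence (525/598 nm) after 20 min at RT.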
An asterisk follows results filed as active; u = inconclusive; x = no result given; [ ] = another dose, or the depositor's remark. Unless noted, calls follow the shape of the dose curve; as a rule, active = well fitted curve in the direction sought with a large enough effect; inconclusive = small, poorly fitted or top-dose-only effect, or another doubt; inactive = no such curve, though single readings can be large; an effect the other way counts as inactive or inconclusive.

nr	molecule	KCNH2 WT inh	Giardia kill	BCR signal inh	GALK inh	Tb PFK block
1	COc1ccc(-c2nnc(-c3ccccc3O)o2)cc1	20	-18	u	2%	0%
2	O=C(COC(=O)c1ccc2[nH]c3c(c2c1)CCCC3)NC1CCS(=O)(=O)C1 (stereo not drawn)	-11	-2	3%	11%	0%
3	CSCCOC(=O)C1=C(C)Nc2ccc(C)cc2S1	2	-19	u	-1%	1%
4	CCOCCCN(C(=O)Cn1nnc(-c2ccc(OC)c(OC)c2)n1)C(C(=O)NCC1CCCO1)c1ccc(F)cc1 (stereo not drawn)	7	19	9%	-1%	2%
5	COc1cccc2sc(N)nc12	4	13	u	x	1%
6	CC(C)c1nc(SCC(=O)N2c3ccccc3CC2C)c2ccccc2n1 (stereo not drawn)	0	0	u	1%	2%
7	COc1cccc(/C=N/Nc2ccnc(=O)[nH]2)c1O	2	-11	u	3%	-10%
8	Cc1ccc(Cl)cc1N1CCN(C(=O)CSc2ccsc2[N+](=O)[O-])CC1	-2	-8	0%	0%	-19%
9	CC(=O)CCC(=O)NC1CCCc2c1cnn2-c1ccc(C(C)(C)C)cc1 (stereo not drawn)	-8	14	-5%	-4%	2%
10	Cc1ccc(OCCSc2nc3ccccc3n2CCC(=O)O)cc1	-4	4	u	6%	2%

nr	TCR activator	MLL CXXC-DNA inh	TSHR antag	A-T KAP1 phos	FBPA coupling cs
1	-1%	6%	-11	16%	-2
2	-4%	9%	2	1%	-4
3	2%	-2%	0	-3%	-6
4	1%	2%	5	2%	-1
5	-10%	x	-11	16%	x
6	3%	14%	-6	8%	1
7	6%	-4%	-11	-2%	-2
8	-1%[46.1 µM]	-7%	-38	1%	2
9	-2%	-3%	46	11%	1
10	-19%	-14%	-9	0%	0

Sorted by number of heavy atoms (high to low): part of the list above
nr	molecule	KCNH2 WT inh	Giardia kill	BCR signal inh	GALK inh	Tb PFK block
8	Cc1ccc(Cl)cc1N1CCN(C(=O)CSc2ccsc2[N+](=O)[O-])CC1	-2	-8	0%	0%	-19%
1	COc1ccc(-c2nnc(-c3ccccc3O)o2)cc1	20	-18	u	2%	0%
5	COc1cccc2sc(N)nc12	4	13	u	x	1%

nr	TCR activator	MLL CXXC-DNA inh	TSHR antag	A-T KAP1 phos	FBPA coupling cs
8	-1%[46.1 µM]	-7%	-38	1%	2
1	-1%	6%	-11	16%	-2
5	-10%	x	-11	16%	x

Other records.
nr	molecule	KCNH2 WT inh	Giardia kill	BCR signal inh	GALK inh	Tb PFK block
11	CCOC(=O)c1ccccc1NC(=O)CSc1nnc(Cc2cccn2C)n1-c1ccc(F)cc1	-87*	-5	7%	0%	-4%
12	CCC(=O)NC(=S)Nc1ccc(NC(=O)c2ccco2)c(OC)c1	2	-5	11%	0%	0%
13	Cc1cccc([C@@H]2[C@@H]3C(=O)N(Cc4ccccc4)C(=O)[C@@H]3[C@]3(CC(C)C)C(=O)N(c4cccc(Cl)c4)C(=O)N23)c1	-5	2	u	x	-6%
14	CC(=O)CCc1ccc(Oc2nc(-c3cccnc3)nc3ccccc23)cc1	2	-7	0%	16%	8%
15	CCOc1ccccc1NS(=O)(=O)c1cn(C)c(=O)n(C)c1=O	-16	4	-4%	5%	-3%
16	Cc1cc(NC(=O)c2ccc(F)cc2)n(C)n1	-6	15	-1%	2%	-6%
17	COc1ccc(-c2cc(-c3cc(F)ccc3O)[nH]n2)cc1OC	-1	3	u	-2%	1%
18	O=C(O)CCCC(=O)N1CCN(c2nc(-c3ccccc3)c3ccccc3n2)CC1	-9	8	6%	1%	-1%
19	COc1ccc(C(=O)N/N=C/c2ccc(SC)cc2)cc1	0	7	u	x	-1%
20	O=C(CSc1nnnn1C1CCCC1)N1CCN(C(=O)c2ccco2)CC1	-8	4	u	0%	-1%

nr	TCR activator	MLL CXXC-DNA inh	TSHR antag	A-T KAP1 phos	FBPA coupling cs
11	5%	-10%	4	0%	-1
12	0%[46.1 µM]	-5%	-8	-4%	-14
13	7%	24%	-8	-4%	-7
14	4%	4%	-3	2%	-1
15	-5%	-7%	4	2%	-2
16	-6%	-8%	2	-10%	0
17	-3%	-9%	-34	8%	x
18	-4%	-27%	-10	10%	5
19	-2%[46.1 µM]	10%	-2	2%	1
20	2%	-7%	-1	-6%	2

Further entries:
nr	molecule	KCNH2 WT inh	Giardia kill	BCR signal inh	GALK inh	Tb PFK block
21	COc1cc2c(cc1OC)C(c1ccc(Br)cc1)NC(=O)C2 (stereo not drawn)	11	-2	u	-5%	-1%
22	O=C(N/N=C/c1ccc([N+](=O)[O-])cc1)c1c[nH]c2ccccc12	0	-11	u	1%	-8%
23	O=C(Nc1ccc[n+](CC(=O)c2cccc3ccccc23)c1)c1ccccc1	0	16	6%	3%	-7%
24	O=C(NCc1ccco1)Nc1ccc2nsnc2c1	1	-4	u	3%	-21%
25	N#C/C(=C(/O)COc1ccccc1)c1nc2ccccc2s1	17	30[activator]	u	-4%	1%
26	COc1ccc(S(=O)(=O)N2CCc3ccccc32)cc1C(=O)NCCc1ccc(S(N)(=O)=O)cc1	-1	u	2%	x	3%
27	COC(=O)C1CCN(C(=O)CN2C(=O)NC3(CCC(C)CC3)C2=O)CC1 (stereo not drawn)	-1	-7	u	x	3%
28	COc1ccccc1N(C(=O)c1ccco1)C(C(=O)NC1CCCCC1)c1cc(OC)c(OC)c(OC)c1 (stereo not drawn)	1	-3	9%	-2%	-2%
29	COc1ccc(/C=C/C(=O)O)cc1COc1cccc(C)c1	0	-3	5%	1%	2%
30	Cc1noc(C)c1CSCC(=O)Nc1cc(Cl)ccc1N1CCCCC1	3	-7	u	x	-1%

nr	TCR activator	MLL CXXC-DNA inh	TSHR antag	A-T KAP1 phos	FBPA coupling cs
21	-2%	20%	9	-10%	1
22	3%	23%	-3	-34%	3
23	2%[46.1 µM]	-5%	21	5%	1
24	-8%	5%	-7	8%	-38*
25	-2%	-28%	-17	1%	10
26	14%	x	x	3%	x
27	1%	x	-7	3%	x
28	3%	21%	-6	5%	0
29	1%[46.1 µM]	-6%	-21	1%	18
30	3%	x	-14	10%	x

Next section:
nr	molecule	KCNH2 WT inh	Giardia kill	BCR signal inh	GALK inh	Tb PFK block
31	COc1cc(/C=N\NC(=O)CC#N)ccc1OC/C=C/c1ccccc1	0	-22	7%	-9%	1%
32	O=C(NCCCN1CCCC1=O)c1ccc2c(c1)OCO2	0	-7	7%	1%	5%
33	COc1ccc(NC(=O)c2cccc(NS(=O)(=O)c3ccccc3)c2)cc1	-1	-6	-20%	-6%	4%
34	Cn1nnnc1Sc1ncnc2scc(-c3ccccc3Cl)c12	x	12	u	x	3%
35	CCC(=O)N1c2ccccc2NC2=C(C(=O)CC(C)(C)C2)C1c1ccc(O)c(OC)c1 (stereo not drawn)	11	-2	3%	1%	1%
36	CNC(=S)N(CCc1c(C)[nH]c2ccc(C)cc12)Cc1ccc(OC)c(OC)c1	-4	-16	-10%	x	1%
37	NS(=O)(=O)c1ccc(NC(=O)Cc2c(F)cccc2Cl)cc1	13	-4	0%	5%	-1%
38	COC(=O)c1c(C(=O)OC)c2ccncn2c1Cl	-8	6	u	0%	1%
39	Cc1cccc(-n2c(C)cc(/C=N/n3cnnc3)c2C)c1	-1	-7	-8%	0%	1%
40	CCCCC(=O)N1CCN(c2nc3ccc(OCC)cc3s2)CC1	3	1	2%	-2%	-1%
41	CCC(=O)Nc1ccc(NC(=O)/C=C/c2ccc(Cl)cc2)cc1	1	-17	-5%	-1%	-1%
42	O=C(Cc1cc(=O)[nH]c(=O)[nH]1)NCc1ccccc1	10	12	3%	x	-1%

nr	TCR activator	MLL CXXC-DNA inh	TSHR antag	A-T KAP1 phos	FBPA coupling cs
31	-5%	-3%	10	-6%	0
32	4%	4%	33	x	0
33	x	2%	-2	2%	-1
34	3%	x	-6	13%	x
35	-5%	-3%	2	3%	-2
36	2%	8%	-4	-6%	-10
37	4%	12%	2	-2%	0
38	-4%	-3%	4	-1%	2
39	4%	15%	27	4%	-1
40	5%	-3%	-5	7%	x
41	2%[46.1 µM]	2%	8	1%	5
42	-1%	5%	-7	4%	5

Compounds were not picked by outcome (roughly 1.6% active in at least one column).
